EPAC2 antagonist – EPAC2 (human) antagonism; 0.18% of 360,000 active; Potency, µM (top dose mostly 114 µM), inactives show at the top dose activity, negative = inhibition, usual class: inhibitors; EPAC2 GEF exchange of Rap1B-BODIPY-GDP, fluorescence; AID 720708; Q8WZA2; also: potency is read from the fitted curve at half-maximal effect; % is scaled to controls: 0 for no effect and ±100 for the full control effect; nearly all actives have a fitted effect of over 45% in size; many of its hits are not listed in these tables
CCT chaperon mod – changes cytosolic chaperonin activity; purified chaperonin ATPase assay, HTRF ADP detection, 30 min; AID 651819; 0.3% of 360,000 active; activity change, % (concentration not given with the values), hits read low; in the data active = activity change below about -30%; also: % is scaled to controls: 0 for no effect and ±100 for the full control effect
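Nucleotide hydrolysis assay: TRiC at 20–40 nM final (set by batch activity) with 10 uM ATP, 30 min at 37 °C, in presence of 76 uM compound. Detection by competitive ADP HTRF, 30 min ambient.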
EPAC2 ag – agonists of human EPAC2 (RAPGEF4) | Q8WZA2 | AID 720711 | EPAC2 activation, biochemical qHTS; response scale: 100% = 6.5 mM cAMP response | Potency, µM (highest dose often 154 µM), for the others: at the highest dose activation, most hits filed as activators | 0.079% of 360,000 active; also: potency is read from the fitted curve at half-maximal effect; nearly all actives have a fitted effect of over 50% in size
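In this primary screen, activation is scored as increased exchange of BODIPY-GDP from Rap1B by 100 nM EPAC2, with 50 uM GDP as competitor. Signal is normalized to the 6.5 mM cAMP agonist control.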
PTHR1 ag – agonists of human PTHR1 parathyroid hormone receptor; Q03431; HEK293 GP2 PTHR1 cells, GloSensor cAMP luminescence, 1 h; Potency, µM (top dose mostly 115 µM), without a hit: top-dose activation, most hits filed as activators; 0.075% of 410,000 active; AID 743266; also: potency is read from the fitted curve at half-maximal effect; nearly all actives have a fitted effect of over 55% in size; some results filed as inactive show a strong effect at the top dose; inactives centre near -15; many of its hits are not listed in these tables
Target sequence (Q03431 whole entry, looked up): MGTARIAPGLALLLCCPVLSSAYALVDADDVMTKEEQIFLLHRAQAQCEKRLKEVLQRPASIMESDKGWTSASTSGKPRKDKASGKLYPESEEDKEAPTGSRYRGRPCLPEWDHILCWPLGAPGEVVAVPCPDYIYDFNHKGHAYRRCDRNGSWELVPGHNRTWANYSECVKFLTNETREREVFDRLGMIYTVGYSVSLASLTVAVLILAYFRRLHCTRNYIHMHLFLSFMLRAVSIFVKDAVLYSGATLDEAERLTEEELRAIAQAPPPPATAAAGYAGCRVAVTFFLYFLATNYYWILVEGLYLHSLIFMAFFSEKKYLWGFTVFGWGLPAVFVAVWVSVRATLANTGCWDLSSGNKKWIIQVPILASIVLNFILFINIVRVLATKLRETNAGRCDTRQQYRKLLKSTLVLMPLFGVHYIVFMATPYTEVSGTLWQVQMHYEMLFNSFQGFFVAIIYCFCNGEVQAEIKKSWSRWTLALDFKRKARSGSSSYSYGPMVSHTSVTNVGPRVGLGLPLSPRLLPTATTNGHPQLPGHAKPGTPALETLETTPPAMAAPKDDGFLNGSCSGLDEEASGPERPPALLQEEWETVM
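HEK-293-derived GP2 cells expressing PTHR1 and a GloSensor cAMP reporter, 3,000/well, plated overnight, given luciferin plus IBMX (each 0.5 mM as added) for 1 h at 37 °C, then compound for 1 h at 37 °C. Luminescence was read after 15 min at room temperature.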
Akt phos inh – blocks phosphorylation of Akt. Neuro2A IGF-stimulated pAkt S473 HTRF, 20 min; active compounds read low. 0.32% of 360,000 active. activity change, % for hits at 50 µM; in the data active = activity change below about -80%; inconclusive = mostly about -51% to -80%; also: % is scaled to controls: 0 for no effect and ±100 for the full control effect
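Neuro2A cells in DMEM with 0.5% FBS, overnight at 37 deg C, given compound at single 50 µM final, then IGF (6 nM final) for 20 min at 37 deg C. Lysed; phospho-Akt Ser473 by HTRF after 24 h, 665/615 ratio.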
DRD3 antagonist – D3 dopamine receptor (human) antagonism. P35462. D3R cells, DiscoveRx beta-arrestin luminescence, antagonist mode; active compounds read low. max response, negative = inhibition, %. 2.5% of 360,000 active; in the data active = max response below about -50%; inconclusive = no clear call, values can overlap the other calls; also: % is scaled to controls: 0 for no effect and ±100 for the full control effect; mostly tested at two doses, the higher about 12 µM
Target sequence (P35462 whole entry, looked up): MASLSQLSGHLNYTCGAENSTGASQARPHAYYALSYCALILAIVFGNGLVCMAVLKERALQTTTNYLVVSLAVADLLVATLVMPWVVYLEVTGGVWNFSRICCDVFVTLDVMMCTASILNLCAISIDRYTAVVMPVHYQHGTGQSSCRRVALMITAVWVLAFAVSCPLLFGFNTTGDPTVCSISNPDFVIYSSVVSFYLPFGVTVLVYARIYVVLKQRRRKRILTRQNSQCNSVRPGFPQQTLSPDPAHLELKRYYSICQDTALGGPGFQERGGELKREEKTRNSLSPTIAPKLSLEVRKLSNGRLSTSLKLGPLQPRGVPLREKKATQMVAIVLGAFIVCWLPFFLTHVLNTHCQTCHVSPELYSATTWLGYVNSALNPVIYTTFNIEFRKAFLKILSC
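Cells plated overnight at 1500 cells/well, then exposed to library compounds with dopamine controls for 90 minutes at 37 degrees C. DiscoveRx reagent added for 30–60 minutes at room temperature; luminescence read, quantitative HTS format.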
D3 ag – activates the human D3 dopamine receptor; max activation, %; D3R DiscoveRx beta-arrestin cells, luminescence, 90 min; 0.58% of 410,000 active; P35462; in the data active = max activation above about 30%; also: 0% is about no effect; mostly tested at two doses, the higher about 12 µM
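Agonist-mode cell screen: cells plated at 1500/well and incubated overnight at 37 °C, then exposed to library compounds for 90 min at 37 °C. Detection reagent was added for 30–60 min at room temperature, and luminescence was read.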
MmCpn inh – M. maripaludis TRiC chaperonin inhibition; AID 504842; purified Mm-Cpn ATPase, ADP Transcreener TR-FRET; 0.031% of 330,000 active; Potency, µM (doses to about 76.9 µM), for inactives: top-dose activity, negative = inhibition, most hits filed as inhibitors; also: potency is read from the fitted curve at half-maximal effect; % is scaled to controls: 0 for no effect and ±100 for the full control effect; nearly all actives have a fitted effect of over 80% in size
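Compound-treated chaperonin, 25 nM final, turns over 10 uM ATP at 37°C for 30 min following a 10 min preincubation; ADP generated competes with ADP-d2 for Eu-cryptate antibody, lowering FRET.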
The depositor's hits bear a star; i = inactive; ? = inconclusive; . = no result given; [ ] = dose if it differs, or a comment. Unless noted, calls follow the shape of the dose curve; as a rule, active = well fitted curve in the direction sought with a large enough effect; inconclusive = small, poorly fitted or top-dose-only effect, or another doubt; inactive = no such curve, though single readings can be large; an effect the other way counts as inactive or inconclusive. Only part of the results is shown; the hit share may differ from the screen's.

SMILES | EPAC2 antagonist | CCT chaperon mod | EPAC2 ag | PTHR1 ag | Akt phos inh | DRD3 antagonist | D3 ag | MmCpn inh
CCc1cccc(CC)c1NC(=O)Cn1c(-c2ccccc2Cl)nc2ccccc21 | 31.9%[activator] | -1.5 | -9.6% | i | i | 1.4 | 0.0 | 2.1%
Cc1ccccc1OCC(=O)N1CCCc2ccccc21 | -15.1% | -0.5 | 2.2% | -15.9% | i | -5.9 | -5.0 | 0.6%
COC(=O)c1cc(NC(=O)Cc2cc(OC)c(OC)c(OC)c2)cc(C(=O)OC)c1 | -11.6% | -4.1 | 13.8% | 11.4% | i | -11.5 | 3.1 | 1.0%
CC(C)(C)Nc1nc(SCC(=O)Nc2ccccc2)nc(N2CCOCC2)n1 | -20.3% | -1.3 | 19.3% | -50.0%[inhibitor] | i | -7.1 | 5.5 | -3.3%
O=S(=O)(Nc1cccc2cccnc12)c1ccccc1 | ? | -2.7 | 4.3% | -16.6% | i | -70.6* | -22.6 | 1.9%
COc1cccc(/C=N/NC(=O)c2cc(-c3cccn3C)n[nH]2)c1O | -16.3% | -2.5 | 0.6% | -24.8% | i | 17.7 | 0.4 | 0.7%
Cc1c(C(=O)N(Cc2ccco2)Cc2cccs2)oc2ccccc12 | -13.7% | -1.4 | 6.6% | -6.1% | i | 1.1 | 6.2 | -0.5%
COc1ccc(C(=O)N/N=C/c2c(CO)cnc(C)c2O)cc1 | 0.4% | 0.0 | 7.5% | i | i | 9.2 | 0.9 | -5.8%
CC(C)(O)C#Cc1ccc(C(=O)N2CCC(C(N)=O)(N3CCCCC3)CC2)o1 | -1.0% | 0.1 | 8.9% | 11.9% | i | -11.0 | -7.6 | -3.1%
COc1ccc2cc(CN(CCc3ccccc3)Cc3nnnn3Cc3ccco3)c(=O)[nH]c2c1 | -14.6%[57.1 µM] | 0.4 | 11.8% | i | i | ? | 6.1 | -5.6%
O=C(CN1C(=O)c2ccccc2C1=O)Nc1cccc2cccnc12 | -2.1% | 1.3 | 7.1% | i | i | -9.8 | 1.4 | -2.6%
CC(=O)C1C(c2ccc(F)c(F)c2)NC(=O)NC1(O)C(F)(F)F (configuration not stated) | -1.7% | -3.2 | 10.4% | i | i | 14.4 | 3.1 | -0.5%
O=C(c1ccc(N2C(=O)CCC2=O)cc1)N1CCOCC1 | -0.7% | -1.2 | 2.8% | -5.8%[57.5 µM] | i | 6.3 | -4.2 | -2.4%
Cn1c(SCC(=O)O)nnc1-c1cccc(NC(=O)c2cccc3ccccc23)c1 | -12.4% | -2.6 | -1.7% | -8.4% | i | 0.3 | -1.6 | -0.1%
CCc1nnc(NC(=O)c2cccs2)s1 | 6.6% | -0.8 | 4.2% | i | i | 11.3 | 5.7 | -1.1%
COc1ccc(-c2nnc(SCc3cc(C)cc(C)c3)o2)cc1 | -22.3% | -1.1 | -12.3% | -24.5% | i | 0.8 | 2.2 | 0.9%
CN(C)c1cccc(C(=O)OCC(=O)Nc2ccccc2-c2ccccc2)c1 | 0.5% | -1.8 | 18.3% | i | i | 6.4 | -6.8 | -2.4%
COc1ccc(C(=O)N2CCN(c3ccc(F)cc3)CC2)cc1S(=O)(=O)NC1CC1 | 12.4% | -1.6 | 2.8% | -29.8% | i | 11.0 | 2.7 | 1.1%
CCN(CC)S(=O)(=O)c1ccc(Cl)c(C(=O)Nc2nncs2)c1 | -7.4% | -4.5 | -2.5% | i | -102.7%* | -19.7 | -3.3 | -2.4%
O=C(Nc1nnc(C2CC2)s1)C1CCCCN1S(=O)(=O)c1ccccc1 (configuration not stated) | -2.4% | -2.3 | 0.0% | -18.3% | i | 10.1 | -4.3 | -0.2%
CCN1CCC(CN2CCNC2=S)CC1 | 8.6% | -0.6 | 4.3% | i | i | 36.5 | -0.1 | .
O=C(O)c1cccc(Cl)n1 | -0.2% | 0.0 | 5.3% | i | i | 17.3 | -2.2 | -2.8%
COc1cc(Cn2cnnn2)ccc1O | -6.3% | 0.1 | 0.9% | -10.5%[57.5 µM] | i | -7.0 | -4.3 | -2.4%
CN(C(=O)CSc1nncn1-c1ccccc1)c1ccccc1 | -3.6% | -2.7 | -1.8% | i | i | 8.4 | -5.0 | -4.7%
CCN(CC(=O)Nc1sc2c(c1C#N)CCCC2)Cc1nc2ccccc2c(=O)[nH]1 | -2.1% | 0.8 | -4.6% | i | i | 9.7 | 2.6 | -16.1%
COc1ccc(NC(=O)CCCCCN2C(=O)c3cccc([N+](=O)[O-])c3C2=O)c(OC)c1 | 8.6% | -38.6* | 4.7% | i | i | -7.0 | 1.5 | -2.5%
Cc1cc2nc(-c3ccc(Cl)cc3)c(CC(C)(C)C)n2c(C)c1Br | 3.4% | 0.2 | 15.1% | -3.4% | i | 0.0 | -3.6 | .
Cc1ccc(CCNC(=O)NC(C)(C)C)cc1 | 6.5% | -1.8 | 3.0% | -10.8% | i | 4.4 | 1.1 | 0.4%
O=C(Nc1ccc2oc(=O)ccc2c1)c1ccc2ccccc2c1 | 4.4% | 0.6 | -5.2% | -16.3% | i | 7.7 | 0.7 | 1.3%
CCOC(=O)N1CCC(NC(=O)CCc2nc(-c3ccccc3F)no2)CC1 | -0.8% | -9.6 | 14.9% | -1.8% | i | -26.4 | 1.1 | 1.4%
Cc1sc2nc(COC(=O)c3ccc(N4CCCC(C)C4)c([N+](=O)[O-])c3)[nH]c(=O)c2c1C (configuration not stated) | 6.3% | -2.6 | -2.4% | i | i | -25.9 | -3.2 | 0.4%
Cc1cccc(OCC(=O)Nc2ccc3c(c2)nc(CCN2CCCCC2)n3C)c1 | -6.2% | -2.3 | 10.6% | i | i | -10.6 | -8.8 | -3.3%
CC1CCN(C(=O)COc2cccc3c2CCN(Cc2ccccc2)C3=O)CC1 | -10.9% | 1.4 | 0.4% | -42.9%[inhibitor] | i | -13.8 | -10.3 | 0.0%
COc1cccc(C2NC(=O)NC(C)=C2C(=O)Nc2ccc(C)cc2)c1OC (configuration not stated) | -1.0% | 2.7 | 6.1% | 5.2%[57.5 µM] | i | -5.1 | 3.7 | 3.9%
COCCCN1C(=O)c2[nH]nc(-c3cc(C)cc(C)c3O)c2C1c1ccc(O)c(OC)c1 (configuration not stated) | -7.4% | -0.1 | -8.1% | i | i | -27.5 | -3.9 | 0.1%
CN(C)CCCCCN(C)Cc1cc2ccccc2o1 | 11.9% | -0.7 | -4.0% | -13.6% | i | -13.0 | -5.7 | -0.7%
COc1ccc(/C=N/Nc2nc3ccccc3o2)cc1OC | -6.2% | -9.4 | -1.3% | i | i | 14.4 | -0.6 | 2.4%
CC1CCN(C(=O)/C(=C\c2cccs2)NC(=O)c2ccccc2)CC1 | 31.1% | -1.2 | 8.5% | i | i | 5.3 | 7.0 | 3.9%
CC1(c2nnnn2Cc2ccccc2)CCC(=O)N1Cc1ccco1 (configuration not stated) | 8.3% | 2.6 | 5.8% | -23.4% | i | -3.6 | -4.6 | .
CCOC(=O)CN1C(=O)C(C)(C)Oc2ccc(C(=O)NC(C)(C)CC)cc21 | -4.4% | -2.0 | 9.5% | i | -110.6%* | -15.7 | -1.4 | -0.9%
CCCCn1c(SCC(=O)Nc2ccccc2C(F)(F)F)nc2ccsc2c1=O | 4.5% | -1.8 | -11.6% | i | i | 33.3 | 27.8 | -4.5%
Cc1cccc(C(=O)NC(=S)NCc2cccnc2)c1 | 14.4% | 0.9 | 8.3% | i | i | 10.6 | 2.4 | 2.1%
COc1ccc(/C=C/C(=O)N2CCC(c3ccccc3)C2)cc1 (configuration not stated) | -15.2% | 0.0 | 4.5% | i | i | 7.2 | -2.8 | 1.4%
CC(C)Cc1cc(C(=O)N(C)C2CCCN(Cc3ccccc3F)C2)n(C)n1 (configuration not stated) | -8.2% | -2.2 | 7.9% | -87.9%[inhibitor] | i | -6.1 | 0.9 | 2.8%
S=c1[nH]nc(-c2cc(-c3ccccc3)n[nH]2)n1/N=C/c1c(Cl)cccc1Cl | 6.0% | -2.9 | 8.7% | i | i | -20.8 | 0.4 | 0.8%
Cc1ccc(CCNC(=O)CCn2ccc3cc(S(=O)(=O)N4CCCC4)ccc32)cc1 | -7.0% | 0.0 | 19.1% | -26.1% | i | -17.4 | -1.7 | -2.7%
CCN(Cc1ccccc1)S(=O)(=O)c1cn(C)cn1 | 6.8% | 0.3 | -2.1% | i | i | 3.5 | 22.2 | -0.9%
C#CCN1CCc2onc(-c3ccc(Br)cc3)c2C1=O | -1.9% | . | 4.2% | -55.9%[inhibitor] | i | 3.9 | 7.7 | .
CCNC(=O)CN(c1ccc(Oc2ccccc2)cc1)S(=O)(=O)c1ccccc1 | -0.1% | 3.2 | 17.3% | -36.2%[inhibitor] | i | -8.0 | -1.1 | 2.8%
CCOC(=O)C1(CCOc2ccccc2)CCN(Cc2ccc(OC)c(O)c2)CC1 | 1.9% | 0.5 | 0.5% | -21.9% | i | -14.4 | -16.6 | 1.2%
CC1(C)CC(NNCCC#N)=CC(=[N+]2CCCC2)C1 | 8.9% | 0.4 | 4.6% | i | i | 10.1 | 2.9 | 0.0%
CCOC(=O)C(C)(C)NS(=O)(=O)c1ccc(Cl)c([N+](=O)[O-])c1 | 1.4% | -0.4 | -9.5% | i | i | 4.4 | -1.1 | 2.3%
CCOc1ccccc1NC(=O)C(CC)Sc1nc2ccsc2c(=O)n1CCC(=O)O (configuration not stated) | -6.9% | -1.6 | 10.1% | -35.0%[inhibitor] | . | 10.7 | 0.7 | 0.7%
COc1ccc([N+](=O)[O-])cc1N(CC(O)CN(C)C)S(=O)(=O)c1ccccc1 (configuration not stated) | 13.9% | 0.0 | -0.8% | i | i | 5.1 | 0.0 | -1.2%
COc1cccc(C2CC(=O)N3CN(c4ccccc4F)CSC3=C2C#N)c1 (configuration not stated) | ? | -0.3 | -5.5% | -4.9% | i | -13.5 | 3.9 | -7.6%

Grouped by structure, those above with a cyano group.
SMILES | EPAC2 antagonist | CCT chaperon mod | EPAC2 ag | PTHR1 ag | Akt phos inh | DRD3 antagonist | D3 ag | MmCpn inh
CCN(CC(=O)Nc1sc2c(c1C#N)CCCC2)Cc1nc2ccccc2c(=O)[nH]1 | -2.1% | 0.8 | -4.6% | i | i | 9.7 | 2.6 | -16.1%
CC1(C)CC(NNCCC#N)=CC(=[N+]2CCCC2)C1 | 8.9% | 0.4 | 4.6% | i | i | 10.1 | 2.9 | 0.0%
COc1cccc(C2CC(=O)N3CN(c4ccccc4F)CSC3=C2C#N)c1 (configuration not stated) | ? | -0.3 | -5.5% | -4.9% | i | -13.5 | 3.9 | -7.6%

Screening results (PubChem)
